Screening results: PubChem, Southern Research Specialized Biocontainment Screening Center
tuberculosis growth = growth inhibition of non-replicating M. tuberculosis (AID 488890) | Mycobacterium tuberculosis non-replicating, growth inhibition; higher % means a stronger effect | inhibition, % at 25 µM, or IC50 in µM where a hit was titrated | hit rate 0.39% among 320,000; in the data active means a potency from the dose series; inconclusive means inhibition mostly from about 82% at the one dose, without a potency; inactive means the rest, 99 in 100 with inhibition below about 76%;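 further: plate controls were DMSO cells for no effect and high antibiotic wells for full effect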
H1N1 NS1A inhibition = NS1A inhibition, H1N1 influenza, cell based functional assay (AID 504329); NS1A functional cell-based assay, percent inhibition; higher % means a stronger effect; inhibition, % at 12.5 µM, or IC50 in µM where a hit was titrated; hit rate 0.3% among 340,000; in the data active means a potency from the dose series; inconclusive means inhibition above about 27% without an active follow-up result; further: strong numbers were not always called active
PhoP GFP inhibition = PhoP regulon inhibitors, Salmonella typhi PhoP promoter GFP reporter, confirmatory (AID 1850); Salmonella Typhi PhoP-promoter GFP reporter, fluorescence, 4 h; higher % means a stronger effect; inhibition, % at 50 µM; hits with a dose series show IC50 in µM; hit rate 0.33% among 310,000; in the data active means a potency from the dose series; inconclusive means inhibition mostly from about 25% at the one dose, without a potency; inactive means the rest, 99 in 100 with inhibition below about 19%;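 further: 0% = induced wells with vehicle and 100% = uninduced wells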
VEEV TC-83 Vero = inhibitors of VEEV TC-83 cytopathic effect, confirmation, Vero cells (AID 588727) | Vero cells, VEEV TC-83 cytopathic effect inhibition; higher % means a stronger effect | one-dose inhibition, % at 20 µM; IC50 in µM for titrated hits | hit rate 0.13% among 350,000; in the data active means a potency from the dose series; inconclusive means inhibition mostly from about 14% at the one dose, without a potency; inactive means the rest, 99 in 100 with inhibition below about 12%; further: strong numbers were not always called active
M. tuberculosis HTS = M. tuberculosis growth inhibition, HTS (AID 449762); M. tuberculosis H37Rv growth inhibition, 7H9 media; higher % means a stronger effect; one-dose inhibition, % at 25 µM; IC50 in µM for titrated hits; hit rate 0.59% among 330,000; in the data active means a potency from the dose series; inconclusive means inhibition above about 70% without an active follow-up result;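 further: bacterial growth assessed after seven days of incubation; strong numbers were not always called active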
VEEV TC-83 Vero 10K pilot screen = second read-out of VEEV TC-83 Vero, no call of its own (marks repeat the call); inhibition, %; measured here: 10K pilot screen inhibition
* marks the source's active call; other numbers are inactive results; i = inactive; ? = inconclusive; / = no result given.

Sample of the layout (2 entries):
SMILES | tuberculosis growth | H1N1 NS1A inhibition | PhoP GFP inhibition | VEEV TC-83 Vero | M. tuberculosis HTS | others
CCc1nc(N2CCOCC2)c(C#N)c2c1CCCC2 | 8% | 2% | -5% | 0.1% | 7%
O=C1CCN(Cc2ccc(Cl)cc2)N1 | -3% | -8% | 5% | 2.6% | 6%

Results, from the first entry:
SMILES | tuberculosis growth | H1N1 NS1A inhibition | PhoP GFP inhibition | VEEV TC-83 Vero | M. tuberculosis HTS | others
CCc1nc(N2CCOCC2)c(C#N)c2c1CCCC2 | 8% | 2% | -5% | 0.1% | 7%
O=C1CCN(Cc2ccc(Cl)cc2)N1 | -3% | -8% | 5% | 2.6% | 6%
O=C(NCc1cccnc1)c1csc2c1CCCC2 | -2% | 22% | 12% | i | 1%
CN1CCC(OC(=O)COc2ccc(F)cc2)CC1 | -2% | -4% | 13% | 0.5% | -1%
CCOC(=O)C1CCCN(Cc2ccc(-c3ccccc3)cc2)C1 (centres undefined) | ? | 22% | 3% | 0.4% | 4%
CCN1C(=NCc2cc(OC)c(OC)c(OC)c2)N[C@@H](c2ccccc2)C(C(=O)OC)=C1C | 38% | 11% | / | 0.1% | -1%
O=C(NCc1ccco1)C1CC(c2ccc(C(F)(F)F)cc2)=NO1 (centres undefined) | 62% | -7% | 0% | 0.1% | 0%
O=C(CCc1nc2cccnc2n1Cc1ccccc1)NCCc1ccc(Cl)cc1 | 12% | -5% | 2% | 9.0% | 0%
CSc1cccc(NC(=S)N(Cc2ccc(C)cc2)Cc2cccnc2)c1 | 13% | 6% | -15% | 1.9% | 2%
O=C(Nc1ccc(N2CCN(C(=O)c3ccc(Cl)cc3)CC2)cc1)c1cc2ccccc2o1 | -2% | 4% | -1% | 9.0% | 1%

Sorted by length of the SMILES (low to high): six of the compounds above
SMILES | tuberculosis growth | H1N1 NS1A inhibition | PhoP GFP inhibition | VEEV TC-83 Vero | M. tuberculosis HTS | others
O=C(NCc1cccnc1)c1csc2c1CCCC2 | -2% | 22% | 12% | i | 1%
CN1CCC(OC(=O)COc2ccc(F)cc2)CC1 | -2% | -4% | 13% | 0.5% | -1%
CCc1nc(N2CCOCC2)c(C#N)c2c1CCCC2 | 8% | 2% | -5% | 0.1% | 7%
O=C(NCc1ccco1)C1CC(c2ccc(C(F)(F)F)cc2)=NO1 (centres undefined) | 62% | -7% | 0% | 0.1% | 0%
O=C(CCc1nc2cccnc2n1Cc1ccccc1)NCCc1ccc(Cl)cc1 | 12% | -5% | 2% | 9.0% | 0%
O=C(Nc1ccc(N2CCN(C(=O)c3ccc(Cl)cc3)CC2)cc1)c1cc2ccccc2o1 | -2% | 4% | -1% | 9.0% | 1%

New compounds follow:
SMILES | tuberculosis growth | H1N1 NS1A inhibition | PhoP GFP inhibition | VEEV TC-83 Vero | M. tuberculosis HTS | others
Cc1cnc(C(=O)OCC(=O)Nc2cc(-c3ccccc3)nn2-c2ccccc2)cn1 | -12% | -17% | 9% | 2.2% | -6%
CCOCCCNc1nc2c(-c3ccccc3)nnn2c2ccccc12 | / | -7% | -3% | 4.3% | 5%
Cc1ccc(C)c(N(CC(=O)NC2CCCC2)S(=O)(=O)c2ccccc2)c1 | 6% | -9% | -9% | 3.0% | -3%
O=[N+]([O-])c1ccc(/C=N/Nc2cc(Cl)nc(-c3ccccc3)n2)cc1 | -7% | 7% | 0% | i | -6%
O=C(CCc1ccc(O)cc1)N/N=C/c1coc2ccccc2c1=O | 3% | / | 19% | 6.0% | 7%
O=C(NN1C(=O)C2C3C=CC([C@H]4CC34)[C@@H]2C1=O)c1ccc(Br)cc1 (some centres undefined) | -3% | 5% | 4% | 1.4% | -7%
Cn1cccc1/C=C1\SC(=O)N(c2ccc(O)cc2)C1=O | 1% | -3% | -8% | 1.6% | -15%
COc1ccc(/C=N/NC(C)(C)C)c(OC)c1 | 30% | 4% | -4% | 0.4% | 2%
Cc1nc2scc(C)n2c(=O)c1S(=O)(=O)NCc1ccccc1Cl | 0% | 3% | 8% | 1.2% | 5%
O=C(CNC(=O)c1ccc(Cl)cc1)NCC(F)(F)F | 0% | 0% | 16% | 2.2% | 3%
CCCn1c(N2CCN(C(=O)Nc3ccccc3)CC2)nc2ccccc21 | 18% | -8% | 2% | 5.5% | 8%
CC1=CC=CC2=NC(=O)CC(C)(C(=O)N(CC(=O)NC(C)C)C3CCCC3)N12 (centres undefined) | -4% | 16% | -14% | i | -3%
CC(C)N(Cc1ccccc1)C(=O)CCc1ccccc1 | 8% | -2% | 7% | i | 4%
CSc1ccccc1C(=O)C1CCCN(C(=O)c2ccc(N3CCOCC3)cc2)C1 (centres undefined) | 12% | -6% | 12% | 0.5% | 3%
O=C(NC1CCN(C(=O)NC2CCCCC2)CC1)c1ccco1 | -4% | -1% | -7% | 1.6% | 4%
COc1ccccc1N(C)S(=O)(=O)c1ccc(C(=O)N2CCCC(C(F)(F)F)C2)cc1 (centres undefined) | 6% | -2% | 4% | 1.3% | 0%
COc1ccccc1Oc1c(C)oc2cc(OC(=O)N(C)C)ccc2c1=O | 9% | -9% | -6% | i | 0%
Cc1ccc(NC(=O)C2CCCN2C(=O)OCc2ccccc2)cc1C (centres undefined) | -5% | -10% | -6% | 1.1% | -2%
O=C1c2ccccc2C(=O)c2c1cccc2N1CCOCC1 | 15% | 20µM* | 10% | 3.2% | 14%
Cc1ccc(C(=O)Nc2ccc(NC(=O)c3cccs3)cc2)cc1[N+](=O)[O-] | -5% | 3% | 5% | 1.4% | -13%
COc1ccc(NC(=O)CN2C(=O)/C(=C3\SC(=S)N(C4CCS(=O)(=O)C4)C3=O)c3ccccc32)cc1 (centres undefined) | -8% | / | 9% | 0.2% | 15%
Cc1ccc(S(=O)(=O)N(C)CC(=O)OCC(=O)c2ccc3c(c2)NC(=O)CO3)cc1 | -16% | -1% | / | 0.0% | 0%
N#C/C(=C\c1ccc(OC(F)F)cc1)C(=O)N1CCCCC1 | 18% | -6% | 3% | 1.0% | -4%
CC(=O)C[C@@H](O)CC(=O)[C@@H]1OC(=O)[C@@H](C)C/C=C\Cc2ccccc21 | -1% | -4% | / | 1.2% | 3%
CC(Sc1ccccc1)C(=O)NN=C1CCN(C)CC1 (centres undefined) | -5% | / | 4% | 2.9% | -1%
OCCC1CN(Cc2cc(F)ccc2-n2cccn2)CCN1Cc1ccc(F)cc1 (centres undefined) | -4% | 14% | -5% | i | 2%
CCOCCCNc1c2c(nc3cc(-c4ccc(F)cc4)nn13)CCC2 | 10% | -2% | 1% | 1.9% | 5%
O=C(CSC1=N/C(=C/c2ccc(Cl)c(Cl)c2)C(=O)N1c1ccccc1F)NC1CC1 | 15% | -4% | -12% | 5.6% | -2%
CSC1=NSC2=NC(=O)/C(=C\c3ccc(OC(=O)c4ccco4)cc3)C(=N)N12 | ? | 2% | -15% | 2.0% | ?
CON(C)S(=O)(=O)c1ccc2c(c1)N(Cc1ccc(C)cc1)C(=O)C1CCCN21 (centres undefined) | 22% | 1% | -5% | 0.3% | 1%
CC(C)(C)NC(=O)CSC(=Nc1cccc(F)c1)NC#N | 3% | -2% | -3% | 1.1% | 2%
CCN1CCN(C(=O)c2ccc(C(F)(F)F)cc2)CC1 | -9% | 1% | 2% | 0.7% | -4%
CCOc1cccc(C2C(C#N)=C(N)Oc3cc(C)n(Cc4ccccn4)c(=O)c32)c1OCC (centres undefined) | -9% | 0% | 7% | i | -4%
CCOc1ccc2nc(SCC(=O)NCc3ccco3)sc2c1 | ? | 1% | -3% | i | 1%
Cc1c(Cc2ccccc2)c(=O)oc2cc(OCC(=O)NCC(O)c3ccccc3)ccc12 (centres undefined) | 12% | 0% | -7% | 2.5% | -3%
COc1ccccc1C(=O)NNC(=O)c1ccc(NS(=O)(=O)c2cccs2)cc1 | 18% | -5% | -6% | 4.3% | -9%
COc1cc(/C=N/NC(=O)CC2(C)OCCCO2)ccc1OCc1ccc(Cl)cc1Cl | 13% | 11% | -5% | 11% | -3%
CN1CCN(S(=O)(=O)c2ccc(C(=O)NC3CCCCC3)cc2)CC1 | / | 0% | / | i | /
CCc1ccccc1OCC(=O)Nc1cccc(S(=O)(=O)NC2=NCCCCC2)c1 | 16% | -3% | / | 6.8% | -12%
C[C@](N)(Cc1ccc(O)c(O)c1)C(=O)O | / | 2% | 2% | i | /
COC(=O)C1CCN(C(=O)COC(=O)C2CCN(S(=O)(=O)c3c(Cl)cccc3Cl)CC2)CC1 | -3% | 2% | -3% | 2.6% | -4%
CC(=O)Nc1ccc(C(=O)N/N=C/c2ccc(F)cc2)cc1 | 7% | -7% | 6% | i | 5%
CCCNC(=O)c1ccc2c(=O)c(O)c(C)[nH]c2c1 | -16% | 5% | -8% | 0.7% | 1%
O=C(NCCc1ccccc1)C1COc2ccccc2O1 (centres undefined) | ? | -5% | -6% | 0.9% | 12%
c1ccc(-c2nc3ccccc3c3nncn23)cc1 | -4% | 5% | 4% | 0.4% | 7%
CCOC(=O)C1CCCN(C(=O)Cn2nc(C)n3c(cc4c(OC)cccc43)c2=O)C1 (centres undefined) | 4% | 3% | -4% | 0.3% | -4%
COc1ccc(-c2[nH]ncc2CN2CCCC2c2nonc2C)c(F)c1 (centres undefined) | 2% | -8% | -13% | 0.1% | 4%
Cc1noc(C)c1C(=O)NCc1ccccc1Br | -14% | -4% | 11% | 3.0% | -5%
COc1ccc(-c2cc(C(F)(F)F)nc(N3CCN(C)CC3)n2)cc1OC | 38% | 5% | -4% | 4.8% | -2%
O=S(=O)(Nc1ccc2c(c1)OCCO2)c1ccc(F)c(F)c1 | 15% | 1% | 5% | 0.1% | 8%

The list goes on.
SMILES | tuberculosis growth | H1N1 NS1A inhibition | PhoP GFP inhibition | VEEV TC-83 Vero | M. tuberculosis HTS | others
CCCCN(CCCC)C(=O)CSc1nnc2n(C)c(=O)c3c4c(sc3n12)CCCC4 | / | 7% | / | 8.1% | / | VEEV TC-83 Vero 10K pilot screen=5.0
O=C1c2ccccc2C(=O)c2c1ccc(C(=O)N1CCCCC1)c2NCCO | 15% | 21% | 4% | 9.7% | 7%
CCN(CC)S(=O)(=O)N1CCC(C(=O)NCc2ccco2)CC1 | 1% | -5% | 2% | i | -8%
CCN1CCN(CCCNC(=O)CCC(=O)N2CCOc3ccccc32)CC1 | -26% | -11% | 0% | i | -6%
Cc1oc2c(C)c3oc(=O)c(CC(=O)N[C@@H](CCCNC(N)=O)C(=O)O)c(C)c3cc2c1C | -7% | 18% | 9% | 1.6% | -1%
CC(=O)c1ccc(N2CCN(C(=O)CN3C(=O)NC4(CCCCC4)C3=O)CC2)c(F)c1 | -20% | -2% | / | i | -3%
CCN(C[C@H]1N[C@@](Cc2ccccc2)(C(=O)OC)[C@H]2C(=O)N(C)C(=O)[C@@H]12)S(=O)(=O)c1ccc(C(C)(C)C)cc1 | -1% | -4% | / | i | 2%
CCCCC(=O)Nc1nnc(S(=O)(=O)N(CC)c2ccccc2)s1 | -4% | -9% | 5% | 1.9% | 6%
CN1C[C@@H]2[C@@H]3C(=O)N(C)C(=O)[C@@H]3[C@](C)(C1=O)N2C(=O)c1ccc(C(C)(C)C)cc1 | / | 13% | / | 0.2% | /
C=CC[C@@H](CC(=O)N[C@H](CO)Cc1ccccc1)C(=O)NC[C@@H](OC(=O)[C@@H](CC=C)Cc1ccc(F)cc1)c1ccccc1 | 21% | 2% | / | i | 3% | VEEV TC-83 Vero 10K pilot screen=0.7
Cc1ccc(NS(=O)(=O)c2ccc(NC(=O)[C@@H]3CCCC[C@@H]3C(=O)O)cc2)c(C)c1 | 4% | -3% | -3% | i | 0%
CCOc1ccc(C(=O)COC(=O)c2ccc(-n3cnnn3)cc2)cc1 | 8% | -4% | -10% | 3.0% | 13%
COc1ccc(NC(=O)C2C(=O)N(CCO)C3(C)CC2c2ccccc2O3)cc1 (centres undefined) | 0% | -25% | 8% | 1.5% | -1%
Cc1ccc2c(CN(C)Cc3ccccc3)cc(=O)oc2c1C | 21% | 12% | -13% | 12% | 2%
Cc1c(C(C)(C)C)c(C=S)n2ccccc12 | 32% | 19% | 0% | 2.3% | -14%
CCOc1cc(/C=N/Nc2nc3ccccc3[nH]2)cc(Br)c1OCC(=O)N(C)C | 16% | 0% | -2% | 11% | 54%
CCc1ccc(CN2CCC(n3nccc3NC(=O)C3CCCC3)CC2)cc1 | 28% | 31% | 1% | i | -16%
O=C(O)CCN1C(=O)c2ccncc2C1=O | 5% | -9% | -4% | i | 6%
O=C(COC(=O)c1nc(Cl)ccc1Cl)Nc1ccc2c(c1)OCO2 | 32% | 1% | -5% | 0.9% | 8%
CCN(CC(=O)Nc1c(F)cccc1F)C(=O)CCc1nc2cc(S(=O)(=O)N(C)C)ccc2n1CC | 0% | -11% | -4% | 7.4% | -8%

This is a random part of the collection (roughly 1.5% active in at least one column).
